Tb PYK inh = T. brucei pyruvate kinase inhibition | Q57TT1 | TbPYK enzyme, Kinase-Glo Plus ATP luminescence, 45 min | Potency, µM (highest dose often 76.8 µM), for the others: at the top dose activity, negative = inhibition, hits mostly inhibitors | actives 0.12% (n = 410,000) | AID 624173; note: nearly all actives have a fitted effect of over 50% in size
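ADP (130 uM final) triggers the TbPYK reaction after compound addition; incubation is 45 min at room temperature. Kinase-Glo Plus is then added and luminescence imaged. Normalized data are fitted to concentration-effect curves.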
Pf growth 96h = P. falciparum growth inhibition at 96 hours | actives 6.9% (n = 320,000) | P. falciparum luciferase reporter growth, 96 h | Potency, µM (doses to about 28.7 µM), for the others: at the top dose activity change, negative = inhibition, hits mostly inhibitors | AID 504834
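Two parasite generations (96 h, 37 C, 5% CO2) of compound exposure in infected erythrocytes (0.05% parasitemia, 2% hematocrit). Luciferase-reporter P. falciparum; decreased luminescence indicates inhibited growth, aimed at apicoplast-acting delayed death.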
LmPK inhibitor = LmPK (Leishmania mexicana) enzyme inhibition | purified LmPK, Kinase-Glo ATP luminescence, 1 h | Potency, µM (highest dose often 57.5 µM), inactives show at the highest dose activity change, negative = inhibition, usual class: inhibitors | actives 0.37% (n = 290,000)
Target sequence (Q27686 whole entry, looked up): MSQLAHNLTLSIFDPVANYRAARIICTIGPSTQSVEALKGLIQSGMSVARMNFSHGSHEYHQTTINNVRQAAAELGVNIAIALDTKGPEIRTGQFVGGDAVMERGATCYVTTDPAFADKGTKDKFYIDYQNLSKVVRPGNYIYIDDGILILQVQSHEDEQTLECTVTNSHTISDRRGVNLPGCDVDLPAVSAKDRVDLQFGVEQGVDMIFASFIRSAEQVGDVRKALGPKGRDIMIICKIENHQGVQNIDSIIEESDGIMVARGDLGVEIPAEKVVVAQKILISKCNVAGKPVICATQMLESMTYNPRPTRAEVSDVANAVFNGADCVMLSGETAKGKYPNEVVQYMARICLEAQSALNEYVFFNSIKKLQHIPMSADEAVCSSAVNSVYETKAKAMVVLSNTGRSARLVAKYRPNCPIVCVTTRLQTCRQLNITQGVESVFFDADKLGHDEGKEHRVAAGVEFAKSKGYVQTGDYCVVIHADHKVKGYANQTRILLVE
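qHTS format; LmPK 0.1 nM; substrates PEP 0.5 mM and ADP 0.1 mM. One-hour room-temperature incubation, then coupled luciferase luminescence; 0.5 nM enzyme wells mark activation.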
HCV inh = inhibitors of hepatitis C virus infection | Huh7.5.1 HCVcc-Cre infection, luciferase reporter, 44 h | Potency, µM (top dose mostly 41.8 µM), for inactives: at the highest dose activity change, negative = inhibition, most hits filed as inhibitors | actives 3.4% (n = 340,000) | AID 651820
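1,000 cells/well; 4 h culture; + compound; + HCVcc-Cre (~0.5 moi); 44 h; luciferase substrate, RT 15 min; read 15 sec.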
Pf growth 48h = inhibits P. falciparum growth in the first generation, 48 h | Potency, µM (series often up to 28.7 µM), inactives show at the highest dose activity change, negative = inhibition, hits mostly inhibitors | actives 5.9% (n = 310,000) | P. falciparum luciferase growth in erythrocytes, 48 h
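Here the parasites carry a stable luciferase gene and grow inside erythrocytes in Albumax-based RPMI medium with compound for one erythrocytic cycle. Activity is scored as loss of luminescent signal.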
Sm TGR inh = blocks Schistosoma mansoni thioredoxin glutathione reductase. purified TGR, DTNB reduction, TNB absorbance 405 nm. actives 3% (n = 360,000). AID 485364. Q962Y6. Potency, µM (titrated, usually from 114 µM), for inactives: at the top dose activity change, negative = inhibition, most hits filed as inhibitors; note: nearly all actives have a fitted effect of over 60% in size
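Kinetic colorimetric format: TGR-catalysed, NADPH-driven DTNB reduction monitored via TNB absorbance. Enzyme dispensed at 20 nM; compound exposure 15 min at room temperature before reaction start.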
* marks the source's active call; other numbers are inactive results; u = inconclusive; x = not tested or not shown; [ ] = another dose, or the depositor's remark. Calls come from the whole dose curve; as a rule, active = well fitted curve in the direction sought with a large enough effect; inconclusive = small, poorly fitted or top-dose-only effect, or another doubt; inactive = no such curve, though single readings can be large; an effect the other way counts as inactive or inconclusive. % is set by controls: 0 for no effect and ±100 for the full control effect; potency is the fitted concentration of half-maximal effect.

SMILES	Tb PYK inh	Pf growth 96h	LmPK inhibitor	HCV inh	Pf growth 48h	Sm TGR inh
C/C(=C1/C(=O)N(c2ccc([N+](=O)[O-])cc2)N=C1c1ccccc1)N(C)C	x	-13%	2%	x	-15%	-3%
CC(=O)C1C(c2cccc(F)c2)NC(=O)NC1(O)C(F)(F)F (stereo unspecified)	0%	4.7µM*	-2%	15%	-4%	17%
O=C(O)c1csc(N/N=C/c2ccc(Br)cc2)n1	-5%	u	3%	16%	31%[activator]	-25%
Cc1cc(NCC(C)C)n2ncnc2n1	3%	47%[activator]	-6%	18%	-4%	3%
O=C(O)CSc1nc2ccccc2n1-c1ccccc1	-2%	-24%	0%	19%	5%	1%
Nc1ccc(Cl)c(NC(=O)c2cccs2)c1	-9%	u	-3%	-4%	45%[activator]	-6%
CCN(CC(=O)Nc1ccc(NC(C)=O)cc1)C(=O)c1ccc2c(c1)OCO2	1%	20%	x	5%	5%	-1%
Brc1ccc(-c2nc(-c3cccnc3)no2)o1	-4%	u	-8%	-12%	-34%	-22%
COc1ccc(C(=O)N/C(=C\c2ccc3c(c2)OCO3)C(=O)N2CCOCC2)cc1	-2%	24%	-1%	-8%	-13%	0%
CC(C)(C)Nc1nc(Cl)nc(NC2CCCCC2)n1	3%	13µM*	-1%	4%	-19%	-1%
COc1cc(OC)nc(/N=C/NO)n1	-3%	14%	-9%	18%	33%[activator]	11%
CCOc1ccc(NS(=O)(=O)c2ccc(C(=O)NNC(=O)c3ccccc3O)cc2)cc1	2%	u	x	u	u	-12%
COc1cccc(CNc2cnc3ccccc3c2)c1O	-9%	u	-2%	-24%	x	0%
O=C(CSc1nnnn1-c1ccccc1)NC(=O)NCc1ccco1	0%	36%[activator]	11%	18%	x	-26%
CCOC(=O)c1c(NC(=O)CC2SC(N)=NC2=O)sc2c1CCCC2 (stereo unspecified)	4%	33%[activator]	-2%	7%	42%[activator]	0%
CN1CCN(c2ccc(NC(=O)c3ccccc3Br)cc2)CC1	-6%	0%	-1%	8%	91%[activator]	9%
COc1ccc(CCNC(=O)CSc2n[nH]c(N)n2)cc1	0%	0%	0%	-12%	45%	6%
O=C1COc2ccc(C(=O)CSc3nnc(Cc4cccs4)n3-c3ccccc3)cc2N1	-10%	-21%	4%	-9%	x	-33%
CCCc1nc2ccc(Br)cc2c(=O)n1-c1ccc([N+](=O)[O-])c(C(F)(F)F)c1	-6%	34%[activator]	3%	u	12µM*	-4%
CC(C)C[C@H]1CN=C(Nc2ccccc2)N1CCc1ccc(F)cc1	-4%	u	x	u	u	0%
CC(C)(C)c1ccccc1OCCCCCn1ccnc1	47%[activator]	5.9µM*	-1%	u	12µM*	1%
CCCCN1C(=O)c2ccc(C(=O)NC3=NCCS3)cc2C1=O	-6%	x	7%	-16%	-6%	7%
O=C1c2cccnc2-c2ncccc21	-8%	u	-5%	15%	-7%	1%
Nc1nc(-c2ccc(Cl)cc2)cc(C(F)(F)F)n1	4%	7.4µM*	6%	5%	27%	1%
COc1ccc(C)cc1S(=O)(=O)N1CCCC(N2CCOCC2)C1 (stereo unspecified)	1%	u	1%	-8%	-12%	-28%

Whole records, looked up by structure. Screens in order: Tb PYK inh, Pf growth 96h, LmPK inhibitor, HCV inh, Pf growth 48h, Sm TGR inh
Record of C/C(=C1/C(=O)N(c2ccc([N+](=O)[O-])cc2)N=C1c1ccccc1)N(C)C → x, -13%, 2%, x, -15%, -3%
Record of CCCc1nc2ccc(Br)cc2c(=O)n1-c1ccc([N+](=O)[O-])c(C(F)(F)F)c1 → -6%, 34%[activator], 3%, u, 12µM*, -4%
Record of CC(C)C[C@H]1CN=C(Nc2ccccc2)N1CCc1ccc(F)cc1 → -4%, u, x, u, u, 0%
Record of COc1cccc(CNc2cnc3ccccc3c2)c1O → -9%, u, -2%, -24%, x, 0%

Among those listed so far, these have a thiophene ring, fused or not:
SMILES	Tb PYK inh	Pf growth 96h	LmPK inhibitor	HCV inh	Pf growth 48h	Sm TGR inh
Nc1ccc(Cl)c(NC(=O)c2cccs2)c1	-9%	u	-3%	-4%	45%[activator]	-6%
CCOC(=O)c1c(NC(=O)CC2SC(N)=NC2=O)sc2c1CCCC2 (stereo unspecified)	4%	33%[activator]	-2%	7%	42%[activator]	0%
O=C1COc2ccc(C(=O)CSc3nnc(Cc4cccs4)n3-c3ccccc3)cc2N1	-10%	-21%	4%	-9%	x	-33%

(next part)
SMILES	Tb PYK inh	Pf growth 96h	LmPK inhibitor	HCV inh	Pf growth 48h	Sm TGR inh
COc1ccc(C(=O)Nc2cc(S(=O)(=O)N3CCCCC3)ccc2OC)cc1	3%	-7%	x	-3%	11%	-2%
O=C(N=NC(=O)c1ccc2c(O)n(C3CCCCC3)c(O)c2c1)c1cccnc1	0%	80%[activator]	2%	12%	25%	-3%
O=[N+]([O-])c1ccccc1S(=O)(=O)Nc1cccc2cccnc12	-6%	3%	-2%	-28%	2.3µM*	-6%
CC(C)(O)C#Cc1ccc(C(=O)N2CCCC(CCC(=O)NCc3ccccc3F)C2)cc1 (stereo unspecified)	-10%	18%	0%	-7%	2%	-24%
COc1ccc(S(=O)(=O)Nc2ccc(-n3cnnn3)cc2)cc1[N+](=O)[O-]	-3%	u	x	-8%	-14%	-5%
O=C(CCN1c2ccccc2Sc2ccccc21)OCc1nnc(-c2ccccc2)o1	15%	-26%	2%	6%	2%	6%
Cc1sc2ncnc(Nc3ccc(O)cc3)c2c1C	-2%	u	-4%	u	-22%	8%
CCc1cccc(C)c1NC(=S)N1CC2CC(C1)c1cccc(=O)n1C2 (stereo unspecified)	-19%	-19%	-1%	7%	-7%	-16%
COc1cc(CNC(=O)OCC(C)C)cc(OC)c1OC	-2%	49%[activator]	10%	21%	x	7%[11.4 µM]
COc1ccc2nc(NC(=O)c3cccnc3SC)sc2c1	1%	226%[activator]	-21%	u	143%[activator]	-16%
CC1=NN(c2ccc(C(=O)O)cc2)C(=O)CC1	-9%	3%	1%	23%	41%[activator]	4%
Cc1cc(Nc2ccccc2)n(-c2ccc(C(=O)O)cc2)n1	-4%	26%	3%	19%	-3%	-13%
COc1ccc(C2CC(c3ccc(OC)cc3)n3nc(NC(=O)c4cccs4)nc3N2)cc1 (stereo unspecified)	1%	-14%	-1%	u	u	6%
CC1(C)Cc2ccccc2C2=C(C(=O)N3CCCCCC3)C(=O)C(=O)N21	1%	-19%	-1%	16%	30%[activator]	-2%
O=C(CN1C(=O)C2CC=CCC2C1=O)Nc1ccc(Br)cc1 (stereo unspecified)	-7%	41%[activator]	-6%	5%	14%	-4%
c1ccc(-n2ncc3c(NCc4ccco4)ncnc32)cc1	0%	x	-3%	u	207%[activator]	u
Cc1cccc2c(=O)cc(C)n(CC(=O)N3CCOCC3)c12	-3%	32%[activator]	-1%	12%	12%	5%
NC(=O)c1nn(-c2ccccc2)c(=O)cc1O	6%	0%	-1%	1%	29%	0%
COc1ccc(OC)c(NC(=O)CC2SC(=Nc3ccc(F)cc3)N(CCC3=CCCCC3)C2=O)c1 (stereo unspecified)	-9%	4.1µM*	5%	u	u	-8%
O=C(CCCCCNC(=S)Nc1ccccc1)C[N+](=O)[O-]	-8%	-4%	5%	6%	-9%	25µM*
C=C(C)[C@@H]1CC=C(CN2CCN(Cc3ccccc3)CC2)CC1	-3%	u	5%	-12%	u	-2%
CC1CCCN(C(=O)C2CCN(CCCc3ccccc3)CC2)C1 (stereo unspecified)	9%	u	-3%	-11%	-17%	-2%
O=C(CSc1ccc2nnc(CCNC(=O)c3ccc(F)cc3)n2n1)NCC1CCCO1 (stereo unspecified)	0%	-25%	-9%	27%	0%	7%
CC1CCCCC1NS(=O)(=O)CCNC(=O)c1ccc2c(c1)OCO2 (stereo unspecified)	3%	2%	x	10%	3%	-17%
O=C(Nc1nc(-c2ccncc2)cs1)c1ccco1	-18%	u	-8%	-1%	-22%	-25%
(more compounds)
SMILES	Tb PYK inh	Pf growth 96h	LmPK inhibitor	HCV inh	Pf growth 48h	Sm TGR inh
Cc1ccc2c(=O)[nH]c(Nc3nc(C)cc(-c4ccccc4)n3)nc2c1	-1%	u	3%	-2%	u	-5%
COc1ccc2c(c1)CC/C(=C/c1ccccn1)C2=O	-8%	10%	-14%	-12%	58%[activator]	-3%
O=C(Nc1ccccc1-c1nnc(SCc2ccc(Cl)cc2Cl)o1)c1ccccc1	-6%	2.3µM*	-7%	u	-3%	3%
Cc1ccc(S(=O)(=O)NC(c2ccccc2)C(C)C(=O)n2nc(C)cc2C)cc1 (stereo unspecified)	-13%	12%	9%	7%	x	-1%
CCOc1ccccc1NC(=O)COC(=O)C12CC3CC(CC(O)(C3)C1)C2	1%	22%	x	u	57%[activator]	-2%
O=C(CCCC(=O)N(CC(=O)NC1CCCCC1)Cc1ccco1)Nc1ccccn1	-3%	4%[5.75 µM]	1%	4%	u	0%
CCn1c2ccccc2c2cc(NC(=O)c3cc(OC)cc(OC)c3)ccc21	-4%	-16%	1%	u	0%	10%
COc1cccc(-c2cc(C(F)(F)F)nc(-n3cc(Cl)cn3)n2)c1	-1%	u	7%	u	x	-14%
Cc1cccc(NC(=O)CSCC(=O)Nc2cc(S(=O)(=O)N3CCOCC3)ccc2N2CCCC2)c1	-6%	u	-8%	11%	u	-16%
O=C(CN1C(=O)NC2(CCCC2)C1=O)Nc1ccccc1N1CCCCC1	-3%	-8%	x	u	u	2%
CC(=O)NC(NC(=S)Nc1ccc(C)cc1C)C(Cl)(Cl)Cl (stereo unspecified)	-12%	5%	7%	-2%	2%	-25%
O=C(COC(=O)c1ccco1)c1ccc2ccccc2c1	-7%	x	2%	2%	21%	-4%
COc1ccccc1NC(=O)c1ccc2c(c1)N(CC#N)C(=O)C(C)(C)O2	2%	12µM*	-5%	u	-23%	9%
O=C(O)CCn1cc(C=C2C(=O)NC(=S)NC2=O)c(-c2cc3ccccc3oc2=O)n1	14µM*	51%[activator]	6%	-5%	20%	10µM*
Cc1c2cnn(CC(=O)Nc3c(F)c(F)cc(F)c3F)c(=O)c2c(C)n1Cc1ccc(F)cc1	x	u	0%	x	7%	-11%
OCCN1CCN(c2cc(-c3ccccc3)c3ccccc3n2)CC1	22%	13µM*	-7%	u	u	-7%
COc1cc2ccnc(Cc3cccc(OC)c3OC)c2cc1OC	-4%	46%[activator]	-2%	u	-12%	7%
CN(Cc1ccco1)C(=O)Cn1cc(S(=O)(=O)N2CCCC2)c(S(=O)(=O)N2CCCC2)c1	-5%	u	3%	4%	-23%	35µM*
N/C(=N\OC(=O)CCc1ccccc1)c1cccc(Br)c1	3%	80%[activator]	-5%	5%	8%	-3%
Cc1nn(-c2ccccc2)c(Cl)c1/C=N/N1CCN(c2ccccn2)CC1	1%	0%	10%	-19%	0%	7%
N#CC1=C(N)N(c2ccccc2)C(c2ccco2)C1(C#N)C#N (stereo unspecified)	-3%	-22%	0%	u	u	u
CC1CCc2c(sc(NC(=O)C3CCCO3)c2C#N)C1 (stereo unspecified)	4%	54%[activator]	0%	u	142%[activator]	5%
O=C(COc1cccc2ccccc12)NCc1cccnc1	-20%	29%	4%	-3%	11%	9%
Cc1cc(C=C(C#N)C#N)ccc1N1CCCC1	1%	u	-1%	13%	6%	x
COc1ccc(Nc2nc(N)c3ccccc3n2)c(OC)c1	1%	30%[activator]	-2%	-24%	u	-16%
CC(=O)c1ccc(N2CCN(C(=O)c3ccc(-c4ccccc4)cc3)CC2)cc1	6%	u	0%	4%	-15%	-4%
NS(=O)(=O)c1ccc(CCNC(=O)CSc2cccs2)cc1	-10%	5%	-3%	-2%	-1%	16%
CC1Cc2ccccc2N1C(=S)NC(=O)c1ccco1 (stereo unspecified)	-9%	-4%	-5%	16%	26%	-16%
CC(=O)Nc1cc(-c2ccccc2)ccc1O	-6%	11%	-3%	-3%	u	0%

Source: PubChem BioAssay

An unsorted share of the library. About 16% of those tested had a hit in this group.
